D3 antag: qHTS of D3 Dopamine Receptor Antagonist: qHTS. D(3) dopamine receptor (Homo sapiens), P35462. D3R cells, DiscoveRx beta-arrestin luminescence, antagonist mode; active compounds read low. max response, negative = inhibition, %. 360,000 tested, 2.5% active. AID 652054, 2013; in the data active = max response below about -50%; inconclusive = no clear call, values can overlap the other calls; note: % is set by controls: 0 for no effect and ±100 for the full control effect; mostly tested at two doses, the higher about 12 µM
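Cells plated overnight at 1500 cells/well, then exposed to library compounds with dopamine controls for 90 minutes at 37 degrees C. DiscoveRx reagent added for 30–60 minutes at room temperature; luminescence read, quantitative HTS format.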
Abeta yeast res: qHTS for compounds that reverse cellular toxicity of Amyloid beta (A-beta) peptide in yeast: Primary Screen; Potency, µM (series often up to 46.1 µM), without a hit: top-dose growth rescue, actives largely listed as activators; yeast expressing A-beta42, growth rescue, OD600, 48 h; response scale: 0% DMSO, 100% iron-clioquinol control; 410,000 tested, 0.063% active; note: potency is the fitted concentration of half-maximal effect; nearly all actives have a fitted effect of over 55% in size
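Yeast A-beta toxicity model in growth medium with pinned compounds, 48 h at 30 C; growth read as absorbance at 600 nm. Normalized to FeCl3/clioquinol equimolar mix (positive) and DMSO (negative).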
TDP-43 yeast inh: qHTS of TDP-43 Inhibitors; TDP-43 expressing yeast growth rescue, BacTiter-Glo, 24 h; Potency, µM (doses to about 46.1 µM), without a hit: top-dose growth rescue (activation), hits mostly activators; 410,000 tested, 1.8% active; note: potency is the fitted concentration of half-maximal effect; % of control where 0% means no effect; nearly all actives have a fitted effect of over 50% in size
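Cell-based yeast growth screen: TDP-43 expression induced in galactose, inoculum OD600=0.02 after raffinose pregrowth to mid-log. Read-out BacTiter-Glo luminescence at 24 hr, 30 deg C; inhibition of toxicity seen as signal increase.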
GLP-1R agonist: qHTS of GLP-1 Receptor Agonists. AID 624172, 2012. HEK293 GLP-1R CRE-luciferase, luminescence, 4-6 h; cells express a hypersensitive GLP-1R form. Glucagon-like peptide 1 receptor (Homo sapiens), P43220. 380,000 tested, 0.007% active. Potency, µM (doses to about 45.6 µM), without a hit: at the highest dose activation, hits mostly activators; note: potency is the fitted concentration of half-maximal effect; % of control where 0% means no effect
Target sequence (P43220 whole entry, looked up): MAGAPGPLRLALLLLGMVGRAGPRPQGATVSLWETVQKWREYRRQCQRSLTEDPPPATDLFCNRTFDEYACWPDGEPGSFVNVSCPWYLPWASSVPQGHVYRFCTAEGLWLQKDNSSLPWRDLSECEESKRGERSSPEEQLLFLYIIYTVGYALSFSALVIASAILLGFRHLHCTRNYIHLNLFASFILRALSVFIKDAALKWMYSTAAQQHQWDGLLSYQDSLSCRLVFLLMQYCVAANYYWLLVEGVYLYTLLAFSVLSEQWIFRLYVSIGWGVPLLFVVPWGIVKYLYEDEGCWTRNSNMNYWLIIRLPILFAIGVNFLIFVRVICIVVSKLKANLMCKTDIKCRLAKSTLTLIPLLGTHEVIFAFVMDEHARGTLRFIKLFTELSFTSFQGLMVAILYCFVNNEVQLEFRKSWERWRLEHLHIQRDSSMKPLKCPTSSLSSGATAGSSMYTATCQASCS
GLP-1R inv ag: qHTS of GLP-1 Receptor Inverse Agonists (Inhibition Mode) | HEK293 GLP-1R CRE-luciferase, luminescence, 24 h; GLP-1R form is constitutively active | Glucagon-like peptide 1 receptor (Homo sapiens), P43220 | 410,000 tested, 1.6% active | Potency, µM (series often up to 38.3 µM), without a hit: at the highest dose activity change, negative = inhibition, most hits filed as inhibitors; note: potency is the fitted concentration of half-maximal effect; % is set by controls: 0 for no effect and ±100 for the full control effect; nearly all actives have a fitted effect of over 55% in size
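HEK293 cells stably co-expressing a cAMP-responsive luciferase reporter and constitutively active GLP-1R were seeded, incubated 12 h, then exposed to compounds for 24 h at 37 C. Luminescence was read 12 min after detection reagent; inverse agonists lower signal.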
FUS suppressor: qHTS for Suppressors of FUS Proteinopathy: Primary screen using FUS-linked yeast assay; S. cerevisiae FUS-expressing, growth rescue, OD600, 24 h; Potency, µM (top dose mostly 76.6 µM), for inactives: at the top dose growth rescue (activation), most hits filed as activators; 390,000 tested, 0.24% active; AID 1347120, 2019;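 note: potency is the fitted concentration of half-maximal effect; plate controls were DMSO vehicle for no effect and reference control for full effect; nearly all actives have a fitted effect of over 55% in size; some results filed as inactive show a strong effect at the top dose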
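Galactose (2%) drives FUS expression in yeast precultured in raffinose; seeding density OD 0.005. Test compounds incubated 24hr at 30C and 99% humidity before absorbance at 600 nm was measured.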
aSyn yeast inh: qHTS of alpha-syn Inhibitors. 370,000 tested, 0.14% active. Potency, µM (top dose mostly 46.1 µM), for inactives: at the top dose growth rescue (activation), most hits filed as activators. Yeast expressing alpha-synuclein, growth rescue, BacTiter-Glo, 24 h; note: potency is the fitted concentration of half-maximal effect; % of control where 0% means no effect; nearly all actives have a fitted effect of over 65% in size
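Readout is rescue of growth in alpha-synuclein-expressing yeast, so inhibitors of toxicity appear as activators. Growth after 24 hr at 30 deg C in galactose medium is quantified by luminescence.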
Akt phos inh: HTS Assay for Inhibitors of Akt Phophorylation: Primary Screen | Neuro2A IGF-stimulated pAkt S473 HTRF, 20 min; active compounds read low | activity change, % for hits at 50 µM | 360,000 tested, 0.32% active; in the data active = activity change below about -80%; inconclusive = mostly about -51% to -80%; note: % is set by controls: 0 for no effect and ±100 for the full control effect
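Neuro2A cells in DMEM with 0.5% FBS, overnight at 37 deg C, given compound at single 50 µM final, then IGF (6 nM final) for 20 min at 37 deg C. Lysed; phospho-Akt Ser473 by HTRF after 24 h, 665/615 ratio.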
PTHR1 ag: qHTS for PTHR1 Agonists: Primary Screen. HEK293 GP2 PTHR1 cells, GloSensor cAMP luminescence, 1 h. Parathyroid hormone/parathyroid hormone-related peptide receptor (Homo sapiens), Q03431. Potency, µM (titrated, usually from 115 µM), for the others: top-dose activation, usual class: activators. 410,000 tested, 0.075% active; note: potency is the fitted concentration of half-maximal effect; nearly all actives have a fitted effect of over 55% in size; some results filed as inactive show a strong effect at the top dose; inactives centre near -15; many of its hits are not listed in these tables
Target sequence (Q03431 whole entry, looked up): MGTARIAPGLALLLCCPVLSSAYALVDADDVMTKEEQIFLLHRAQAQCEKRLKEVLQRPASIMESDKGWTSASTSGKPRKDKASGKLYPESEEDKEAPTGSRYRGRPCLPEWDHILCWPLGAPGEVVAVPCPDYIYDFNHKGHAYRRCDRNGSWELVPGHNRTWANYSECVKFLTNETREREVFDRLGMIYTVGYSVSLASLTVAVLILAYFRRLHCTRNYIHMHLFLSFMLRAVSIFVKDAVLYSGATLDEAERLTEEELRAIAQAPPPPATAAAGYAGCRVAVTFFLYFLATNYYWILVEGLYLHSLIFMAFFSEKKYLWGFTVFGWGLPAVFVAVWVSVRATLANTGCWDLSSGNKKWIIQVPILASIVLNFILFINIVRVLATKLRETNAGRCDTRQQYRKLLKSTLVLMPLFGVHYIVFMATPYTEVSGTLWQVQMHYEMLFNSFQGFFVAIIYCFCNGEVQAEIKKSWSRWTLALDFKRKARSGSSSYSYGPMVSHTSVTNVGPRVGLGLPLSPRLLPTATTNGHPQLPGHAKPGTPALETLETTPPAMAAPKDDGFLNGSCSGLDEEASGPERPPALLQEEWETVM
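HEK-293-derived GP2 cells expressing PTHR1 and a GloSensor cAMP reporter, 3,000/well, plated overnight, given luciferin plus IBMX (each 0.5 mM as added) for 1 h at 37 °C, then compound for 1 h at 37 °C. Luminescence was read after 15 min at room temperature.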
An asterisk follows results filed as active; i = inactive; ? = inconclusive; . = not tested or not shown; [ ] = another dose, or the depositor's remark. Unless noted, calls come from the whole dose curve; as a rule, active = well fitted curve in the direction sought with a large enough effect; inconclusive = small, poorly fitted or top-dose-only effect, or another doubt; inactive = no such curve, though single readings can be large; an effect the other way counts as inactive or inconclusive. An excerpt; rates above refer to the full screens.

entry	SMILES	D3 antag	Abeta yeast res	TDP-43 yeast inh	GLP-1R agonist	GLP-1R inv ag	FUS suppressor	aSyn yeast inh	Akt phos inh	PTHR1 ag
1	COc1ccc(CNC(=O)C2CCN(C(=O)c3sccc3-n3cccc3)CC2)cc1	-12	6%	-14%	2%	-15%	12%	-3%	i	i
2	CC(C)N1C(=O)C(O)(c2c[nH]c3ccccc23)c2ccccc21 (stereo unspecified)	.	-5%	1%	-2%	?	13%	.	.	-40%[inhibitor]
3	CNC(=O)OCc1nc(SSC(C)(C)C)n(C)c1COC(=O)NC	-14	12%	18%	-9%	?	.	0%	i	-34%[inhibitor]
4	COc1ccc(N2CCN(c3nc4ccccc4n3CC(=O)c3ccccc3)CC2)cc1	?	5%	-11%	-3%	-8%	-3%	.	.	i
5	O=C(CSc1nnnn1C1CCCCC1)NNC(=O)c1ccco1	4	-23%	5%	-1%	0%	-18%	-1%	i	-90%[inhibitor]
6	CCOc1ccc(C(=O)Nc2sc3c(c2C(=O)OC)CC(C)(C)NC3(C)C)cc1	0	14%	0%	3%	-11%	5%	4%	i	7%
7	Cn1cccc1/C=C1\SC(=S)N(NC(=O)c2ccc(Cl)cc2)C1=O	-71*	-8%	12%	0%	?	.	-6%	i	i
8	COc1ccc(NC(=O)C2(C)CCN2C(=O)c2ccccc2CCc2ccccc2)cc1OC (stereo unspecified)	22	-7%	18µM*	-1%	?	?	12%	i	-29%
9	Cc1noc(C)c1COc1ccc(C(=O)N2CCN(c3ccccn3)CC2)cc1	13	3%	24%	-3%	0%	-4%	1%	i	-12%
10	O=C(Nc1ccc2c(c1)OCO2)c1cc(-c2ccc(Br)cc2)on1	.	-3%	19%	.	6%	18%	.	.	i
11	O=C(O)c1[nH]c2ccccc2c1C(c1cc(Cl)cc([N+](=O)[O-])c1O)c1c(C(=O)O)[nH]c2ccccc12	-23	?	-29%[1.82 µM]	0%	?	?	-10%	i	i
12	Cc1cccc(NS(=O)(=O)c2ccc3c(c2)n(C)c(=O)n3C)c1C	.	-12%	11%	.	1%	24%	.	.	-13%
13	Cc1nnc(SCc2cccc([N+](=O)[O-])c2)s1	12	-15%	27%	14%	38%[activator]	4%	-1%	i	-5%
14	CC(Oc1cccc(Cl)c1)C(=O)NCCCCc1ccccc1 (stereo unspecified)	0	-3%	-6%	1%	?	26%	-1%	i	i
15	COc1ccc(CNC(=O)C[C@H]2C[C@H](C(=O)N3CCOCC3)[C@@]3(C)c4[nH]c5cc(CCC(=O)N(C)C)ccc5c4CCN3C2=O)cc1OC	31	4%	14%	15%	6%	11%	18%	i	-18%
16	COc1cccc(-c2cc(C(=O)N3CCCCC3C)no2)c1 (stereo unspecified)	2	-8%	15%	24%	?	10%	-8%	i	-16%
17	CCOC(=O)C1=C(O)C(=O)N(Cc2cccnc2)C1c1ccc(OC)cc1 (stereo unspecified)	-2	-7%	-9%	1%	-7%	-5%	-2%	i	i
18	COc1cc(Cl)ccc1NC(=O)COc1ccccc1C(=O)N1CCN(c2ccc(O)cc2)CC1	12	3%	20%	11%	0%	?	13%	i	-24%
19	CCN1CCN(C(=O)c2cc3c(OC)c(OC)c(OC)cc3[nH]2)CC1	0	-18%	-5%	-3%	19%	-14%	1%	i	i
20	O=c1[nH][nH]c(C(F)(F)F)c1C=NCc1ccc(Cl)cc1	-84*	14%	-25%	-6%	-14%	-2%	0%	i	i

Ordered by molar mass (ascending): part of the list above.
entry	SMILES	D3 antag	Abeta yeast res	TDP-43 yeast inh	GLP-1R agonist	GLP-1R inv ag	FUS suppressor	aSyn yeast inh	Akt phos inh	PTHR1 ag
17	CCOC(=O)C1=C(O)C(=O)N(Cc2cccnc2)C1c1ccc(OC)cc1 (stereo unspecified)	-2	-7%	-9%	1%	-7%	-5%	-2%	i	i
3	CNC(=O)OCc1nc(SSC(C)(C)C)n(C)c1COC(=O)NC	-14	12%	18%	-9%	?	.	0%	i	-34%[inhibitor]
18	COc1cc(Cl)ccc1NC(=O)COc1ccccc1C(=O)N1CCN(c2ccc(O)cc2)CC1	12	3%	20%	11%	0%	?	13%	i	-24%

The results go on:
entry	SMILES	D3 antag	Abeta yeast res	TDP-43 yeast inh	GLP-1R agonist	GLP-1R inv ag	FUS suppressor	aSyn yeast inh	Akt phos inh	PTHR1 ag
21	C#Cc1ccc(CN2CCN(CCCc3ccccc3)C(CCO)C2)cc1 (stereo unspecified)	?	5%	-7%	6%	?	18%	-1%	i	-20%
22	CSc1snc(SCC(N)=O)c1C#N	14	-6%	-2%	15%	33%[activator]	-12%	3%	i	i
23	Cc1ccc(S(=O)(=O)C2(C(=O)Nc3ccc(C)c(Cl)c3)CC2)cc1	.	1%	?	.	?	34%	.	.	2%
24	CCC(=O)Nc1ccc(CC)cc1-c1nc2ccccc2n(CC(=O)Nc2ccccc2C)c1=O	.	6%	15%	.	-2%	2%	.	.	i
25	COc1ccc(CCNC(=O)CSc2ccc(-c3cccs3)nn2)cc1OC	-6	5%	7%	6%	-5%	6%	3%	i	i
26	CC1C(C)N(C(=O)CCl)c2ccccc2N1C(=O)CCl (stereo unspecified)	0	3%	7%	0%	?	24%	-2%	i	i
27	Cc1ccc(C)c(NC(=O)N2CCC(CN3CCOCC3)CC2)c1	.	-20%	-4%	.	16%	0%	.	.	6%
28	Cc1ccc(-c2cc(-c3ccccc3)nc(Cl)n2)cc1	-8	-2%	-10%	1%	61%[activator]	10%	-16%	.	?
29	CCn1c(SCC(=O)Nc2cccc(NC(C)=O)c2)nnc1-c1ccco1	-1	5%	1%	10%	16%	8%	5%	i	0%
30	Cc1ccc(Oc2ccc(NS(=O)(=O)c3cccc(C(=O)O)c3)cc2)cc1	-11	1%	-19%	-3%	-26%	7%	0%	i	-12%
31	CC(C)(CSc1ccccn1)NS(=O)(=O)c1ccccc1	13	16%	20%	13%	-3%	-4%	0%	i	-11%
32	CCOc1ccc(OCCC(=O)OCC(=O)NNC(=O)c2ccccc2)cc1	7	-9%	0%	7%	21%	-1%	2%	i	13%
33	Cn1c2ccccc2c(=O)c2c(=O)n(Cc3ccco3)c(COc3ccccc3)nc21	-15	-13%	-23%	0%	8%	?	-1%	i	-8%
34	COc1ccc(CCN2C(=O)N(c3ccc(C)cc3)C(=O)C2CC(=O)Nc2ccc(F)cc2)cc1 (stereo unspecified)	.	7%	7%	-2%	7.9µM*	?	.	.	-43%[inhibitor]
35	O=C(NNc1cc(N2CCOCC2)nc(N2CCOCC2)n1)c1ccc(Cl)c(Cl)c1	-9	0%	5%	-6%	?	.	-5%	i	i
36	O=C(CCN1CCOCC1)c1ccccc1	-19	-12%	-9%	5%	0%	-8%	-5%	i	3%[57.5 µM]
37	CCCN(CC(=O)Nc1ccc(C(N)=O)cc1)CC(=O)Nc1ccccc1C	2	15%	11%	9%	11%	-36%	-2%	i	-50%[inhibitor]
38	CCOc1ccccc1N1CC(c2nc3ccccc3n2CCOc2ccc(OC)cc2)CC1=O (stereo unspecified)	.	2%	?	.	?	32%	.	.	-23%
39	CCOC(=O)c1ccc(NC(=O)CC2Nc3cc(C)c(C)cc3NC2=O)cc1 (stereo unspecified)	.	-1%	14%[9.22 µM]	.	?	-3%	.	.	-39%[inhibitor]
40	CCc1ccc2nc(NC(=O)c3ccc4c(=O)[nH]c(CN5CCOCC5)nc4c3)sc2c1	13	14%	6%	0%	6%	34%	1%	i	0%[57.5 µM]

(further entries)
entry	canonical_smiles	D3 antag	Abeta yeast res	TDP-43 yeast inh	GLP-1R agonist	GLP-1R inv ag	FUS suppressor	aSyn yeast inh	Akt phos inh	PTHR1 ag
41	CCN(C(=O)NCc1noc2ccccc12)c1cc(C)ccc1C	.	18%	25%	.	-25%	6%	.	.	i
42	Cc1ccccc1-n1ncc2c([N+](=O)[O-])cc([N+](=O)[O-])cc21	0	-62%[inhibitor]	-88%[inhibitor]	1%	-1%	-14%	1%	i	-18%[57.5 µM]
43	O=C(NC1CCCC1)c1cc(-c2ccc(Cl)cc2)on1	-14	-4%	16%	10%	17%	-13%	2%	i	-12%
44	COCCn1nnnc1SCC(=O)Nc1ccc2c(c1)OCO2	0	5%	11%	-3%	2%	-32%	3%	i	i
45	O=C(Nc1ccc(Br)cc1Cl)c1cnccn1	-29	-12%	9%	-15%	2%	34%	-4%	i	-14%[57.5 µM]
46	CCOCCCNC(=O)C(c1ccc(C)cc1)N(Cc1cccs1)C(=O)CNC(C)=O (stereo unspecified)	9	-7%	4%	1%	3%	14%	-4%	i	i
47	Cc1ccc(NC(=O)CN2CCC(NC(=O)Cc3ccccc3)CC2)c(C)c1	-15	-4%	18%	6%	-20%	16%	2%	i	-10%

Given with one line to a screen: part of the list above.
(19) CCN1CCN(C(=O)c2cc3c(OC)c(OC)c(OC)cc3[nH]2)CC1
(20) O=c1[nH][nH]c(C(F)(F)F)c1C=NCc1ccc(Cl)cc1

| assay / entry | 19 | 20 |
| --- | --- | --- |
| D3 antag | 0 | -84* |
| Abeta yeast res | -18% | 14% |
| TDP-43 yeast inh | -5% | -25% |
| GLP-1R agonist | -3% | -6% |
| GLP-1R inv ag | 19% | -14% |
| FUS suppressor | -14% | -2% |
| aSyn yeast inh | 1% | 0% |
| Akt phos inh | i | i |
| PTHR1 ag | i | i |
